Bioassay records deposited in PubChem BioAssay by National Center for Advancing Translational Sciences (NCATS).
Rab9 promoter act: activates the Rab9 promoter. Huh7 Rab9 promoter-luciferase reporter, luminescence, 24 h. Potency, µM (titrated, usually from 9.22 µM), without a hit: at the top dose activation, negative = inhibition, hits mostly activators. hit rate 2.8% among 320,000. AID 485297; further: % of control where 0% means no effect; nearly all actives have a fitted effect of over 60% in size
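Luminescence read-out: Huh7 cells stably expressing Rab9-luciferase, treated 24 h with compound at 37 °C, then lysed with luciferase reagent for 10 min at ambient before reading.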
ELG1 genotoxic: induces genotoxicity in HEK293T cells with luciferase-tagged ELG1; HEK293T ELG1-luciferase reporter, luminescence, 16 h; Potency, µM (highest dose often 46 µM), for inactives: at the top dose activity change, positive = activation, most hits filed as activators; hit rate 1.3% among 330,000; further: % of control where 0% means no effect; nearly all actives have a fitted effect of over 60% in size
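ELG1-luciferase HEK293T cells, 2,000/well; compound pinned in; 16 hr, 37 °C, 5% CO2; ONE-Glo, 30 min RT; luminescence on CCD imager.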
NPC1 promoter act: NPC1 promoter activation. hit rate 2.4% among 320,000. AID 485313. Potency, µM (doses to about 9.22 µM), inactives show top-dose activation, actives largely listed as activators. Huh7 NPC1 promoter luciferase reporter, 24 h;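 further: % of control where 0% means no effect; nearly all actives have a fitted effect of over 60% in size; reporter is driven by a mutant NPC1 promoter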
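Luminescence from an NPC1 promoter-driven luciferase reporter in stably transfected Huh7 cells was measured after 24 h compound treatment at 37 °C, followed by 10 min ambient incubation with luciferase detection reagent.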
MLL CXXC-DNA inh: MLL CXXC-DNA interaction inhibition; MLL-CXXC / FITC-HOXA9 DNA fluorescence polarization; Potency, µM (top dose mostly 115 µM), for inactives: at the highest dose activity change, negative = inhibition, actives largely listed as inhibitors; Q03164; AID 2662; hit rate 0.037% among 290,000; active means well fitted inhibition curve with a large enough effect in the polarisation, with a control signal flat, not every such curve was filed as active; inconclusive means small, poorly fitted or top-dose-only effect, or effect the other way, or a change in a side signal; inactive means no such curve, though single readings can be large or run the other way; the % refers to the polarisation
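Steps: dispense CXXC domain solution (7 uM) → pin compounds or unlabeled HOX-A9 DNA control → 5 min ambient → add FLSN-HOX-A9 solution (50 nM) → spin → 30 min ambient → fluorescence polarization. Tris pH 7.5/NaCl/DTT/BSA buffer.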
VP16 counter: inhibits Gal4-VP16 luciferase reporter, ROR gamma counter-screen | Drosophila S2 Gal4-VP16 UAS-luciferase, luminescence, 20 h | hit rate 3.5% among 310,000 | Potency, µM (titrated, usually from 53.6 µM), for inactives: top-dose activity, negative = inhibition, actives largely listed as inhibitors;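 further: Gal4-VP16 expression switched on by copper sulfate through the metallothionein promoter; on the % scale 0 is the no-effect control and ±100 the full control effect; nearly all actives have a fitted effect of over 50% in size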
MBNL1 CUG block: blocks human MBNL1 binding to CUG repeat RNA; Q9NR56; TR-FRET MBNL1-His/biotin-(CUG)12 binding, 665/545 ratio; Potency, µM (top dose mostly 57.5 µM), for the others: at the highest dose activity change, negative = inhibition, most hits filed as inhibitors; hit rate 0.036% among 280,000; active means well fitted inhibition curve with a large enough effect in the signal ratio, with a control signal flat, not every such curve was filed as active; inconclusive means small, poorly fitted or top-dose-only effect, or effect the other way, or a change in a side signal; inactive means no such curve, though single readings can be large or run the other way; the % refers to the signal ratio; further: on the % scale 0 is the no-effect control and ±100 the full control effect
Target sequence (Q9NR56 whole entry, looked up): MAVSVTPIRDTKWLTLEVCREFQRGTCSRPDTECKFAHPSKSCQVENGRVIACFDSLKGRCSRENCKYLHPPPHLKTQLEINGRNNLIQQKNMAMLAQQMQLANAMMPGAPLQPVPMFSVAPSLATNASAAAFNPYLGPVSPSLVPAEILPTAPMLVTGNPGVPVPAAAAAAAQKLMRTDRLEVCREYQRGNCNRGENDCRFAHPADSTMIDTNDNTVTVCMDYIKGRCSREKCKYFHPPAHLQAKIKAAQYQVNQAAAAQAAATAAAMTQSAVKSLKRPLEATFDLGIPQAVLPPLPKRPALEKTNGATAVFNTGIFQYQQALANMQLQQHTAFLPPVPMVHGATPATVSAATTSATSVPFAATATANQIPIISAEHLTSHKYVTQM
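TR-FRET between His-tagged MBNL1 and biotin-(CUG)12 RNA, detected with Tb anti-His antibody (0.055 ng/ul) and streptavidin-XL665 (5 nM), 60 min at room temperature. Compounds titrated 92 nM to 58 uM; 665/545 nm ratio normalized to buffer and complex controls.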
FLuc modulator: counter-screen for miR-21 project: firefly luciferase inhibitors or activators | purified FLuc, Km substrates, luminescence inhibition | Potency, µM (titrated, usually from 57.5 µM), for the others: at the top dose activity change, negative = inhibition, usual class: inhibitors | hit rate 6.9% among 360,000 | AID 588342;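 further: plate controls were vehicle for no effect and reference inhibitor for full effect; nearly all actives have a fitted effect of over 55% in size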
Target sequence (P08659 whole entry, looked up): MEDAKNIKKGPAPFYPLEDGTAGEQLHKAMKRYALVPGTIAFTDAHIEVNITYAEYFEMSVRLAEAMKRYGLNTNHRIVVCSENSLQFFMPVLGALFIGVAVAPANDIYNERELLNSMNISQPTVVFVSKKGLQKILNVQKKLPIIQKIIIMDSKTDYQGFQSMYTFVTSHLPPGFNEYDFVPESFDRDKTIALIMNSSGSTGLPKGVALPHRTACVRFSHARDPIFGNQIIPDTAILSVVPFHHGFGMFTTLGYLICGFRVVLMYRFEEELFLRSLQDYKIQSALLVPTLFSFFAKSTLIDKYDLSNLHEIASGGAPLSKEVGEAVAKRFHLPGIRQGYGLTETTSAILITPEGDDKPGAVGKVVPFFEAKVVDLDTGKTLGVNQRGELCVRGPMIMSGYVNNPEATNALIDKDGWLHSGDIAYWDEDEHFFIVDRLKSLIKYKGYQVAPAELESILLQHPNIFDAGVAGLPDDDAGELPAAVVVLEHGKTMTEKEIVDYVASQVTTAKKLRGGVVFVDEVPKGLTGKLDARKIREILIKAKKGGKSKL
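Purified P. pyralis luciferase, 10 nM final, with Km-level 10 uM D-luciferin and 10 uM ATP in 50 mM Tris acetate pH 7.5, 10 mM Mg acetate, 0.01% Tween-20, 0.05% BSA; 6-point qHTS titration about 60 µM downward; luminescence read.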
p53 reactivator: mutant p53 re-activation in reporter cells; H1299 p53-A138V BP100-luciferase reporter, luminescence, 24 h; Potency, µM (top dose mostly 92.2 µM), for inactives: at the highest dose activity change, positive = activation, hits mostly activators; hit rate 0.063% among 320,000; AID 504706; further: % of control where 0% means no effect; nearly all actives have a fitted effect of over 45% in size
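H1299 (p53-null), stable ts p53-A138V + BP100-Luc; 1000 cells/well, Opti-MEM/10% FBS; cpd 4 pt, 1:5; 24 h, 37 deg C, 5% CO2; detection reagent 10 min RT; luminescence.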
RORg inh: blocks mouse ROR gamma transcriptional activity; hit rate 5.4% among 310,000; Drosophila S2 Gal4-RORgamma UAS-luciferase reporter, 20 h; Potency, µM (doses to about 53.6 µM), for inactives: at the top dose activity change, negative = inhibition, hits mostly inhibitors; further: on the % scale 0 is the no-effect control and ±100 the full control effect; nearly all actives have a fitted effect of over 60% in size
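Drosophila S2 cells stably expressing Gal4-DBD/mouse RORγ fusion under metallothionein promoter plus UAS-luciferase; compound 1 h, then 700 uM CuSO4 induction for 20 h at ambient temperature; inhibition read as reduced luminescence.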
uPA surface inh: inhibitors of cell surface uPA generation; cell surface uPA generation assay, qHTS; AID 540303; hit rate 0.31% among 330,000; Potency, µM (top dose mostly 38.3 µM), inactives show at the highest dose activity change, negative = inhibition, most hits filed as inhibitors; active means well fitted inhibition curve with a large enough effect; inconclusive means small, poorly fitted or top-dose-only effect; inactive means no such curve, though single readings can be large or run the other way; tested in mouse RAW 264.7 cells; further: on the % scale 0 is the no-effect control and ±100 the full control effect; nearly all actives have a fitted effect of over 55% in size
BRCA1 expr act: increases BRCA1 expression | MCF7-BRCA1-FFLuc reporter, luminescence, 48 h; response scale: scaled: vehicle 0%, 10 µM genistein 100% | Potency, µM (top dose mostly 46.1 µM), for the others: top-dose activation, most hits filed as activators | hit rate 1.1% among 380,000 | AID 624202; further: nearly all actives have a fitted effect of over 80% in size; some results filed as inactive show a strong effect at the top dose
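Activators of BRCA1 expression were detected as increased firefly luciferase luminescence in engineered MCF7 cells after 48 h compound incubation. Signals were scaled to genistein 10 microM as full activation.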
* marks the source's active call; other numbers are inactive results; ? = inconclusive; . = not tested or not shown; [ ] = another dose, or the depositor's remark. Unless noted, the call rests on the fitted dose curve; in most records, active means well fitted curve in the direction sought with a large enough effect; inconclusive means small, poorly fitted or top-dose-only effect, or another doubt; inactive means no such curve, though single readings can be large; an effect the other way counts as inactive or inconclusive. Potency means the concentration at half of the fitted maximal effect. Not all compounds are listed (hit frequency here may not be typical).

SMILES	Rab9 promoter act	ELG1 genotoxic	NPC1 promoter act	MLL CXXC-DNA inh	VP16 counter	MBNL1 CUG block	FLuc modulator	p53 reactivator	RORg inh	uPA surface inh	BRCA1 expr act
CN1C(=O)C(Cc2ccc(OCc3ccccc3)cc2)C(=O)N(C)C1=O	14%	13%	0%	14%	?	-6%	-19%	10%	-2%	-11%	77%
COc1ccc(CCNCc2sccc2C)cc1OC	15%	10%	-5%	-8%	-22%	.	3%	-5%	15%	0%	0%
CCN(C(=O)CN1CC=C(c2ccccc2)CC1)c1c(N)n(Cc2ccccc2)c(=O)[nH]c1=O	-3%	-2%	-3%	-4%	-12%	4%	0%	4%	13%	-3%	-1%
CC(C)CNC(=O)c1c(N)n(Cc2ccco2)c2nc3ccccc3nc12	-4%	-8%	0%	-4%	?	15%	-1%	-4%	-28%	6%	-20%
COc1cccc(-c2nn(CCC#N)cc2C(=O)Nc2ccccc2Cl)c1	2%	-1%	-3%	9%	9%	0%	-4%	15%	1%	?	-31%
C[C@]12CCC3C(CCC4=C/C(=N/OCC(=O)NC(CCC(=O)O)C(=O)O)CC[C@@]43C)C1CCC2O (some centres not stated)	0%	0%	-4%	3%	7%	-4%	4%	5%	-1%	-2%	14%
CN1CC(C(=O)c2ccc([N+](=O)[O-])cc2)C(c2ccc(Cl)cc2)C1 (configuration not stated)	-1%[1.84 µM]	-3%	-3%	-3%	26%	?	-14%	-3%	-27%	-1%	-27%
Cc1c(C(=O)N2CCC3(CC2)OCCO3)sc2ncnc(N(C)c3ccccc3)c12	7%	-10%	-2%	0%	5%	3%	5%	-13%	4%	-4%	-17%
CCN1CCN(c2ccc(N)c(C)c2)CC1	3%	-1%	1%	-2%	-6%	-16%	-2%	-1%	1%	-1%	-4%
C/C(=N\NC(=O)c1cc(-c2cccnc2)nc2ccccc12)c1ccc(O)cc1O	-26%	?	-12%	14%	0.56µM*	.	?	?	0.63µM*	11µM*	-91%
CCCCCn1c(=O)c(C(=O)Nc2ccncc2)c(O)c2ccccc21	-5%	-10%	-13%	12%	5%	5%	4%	14%	35%	.	.
Cc1ccc(-n2c(O)c(C=Nc3ccc(S(N)(=O)=O)cc3)c(=O)[nH]c2=O)cc1	-1%	0%	-11%	12%	-6%	-1%	-2%	7%	13%	1%	-13%
COc1cc(OC)cc(-c2nnc(NC(=O)CCS(=O)(=O)c3ccccc3)o2)c1	-3%	-6%	2%	.	.	.	0%	-3%	.	?	-7%
COc1ccc(CN2CCN(Cc3ccccc3)CC2)c(OC)c1	4%	0%	1%	-4%	9%	-14%	1%	-9%	16%	-2%	-30%
COc1ccccc1CNCCc1ccc(F)cc1	-5%	-10%	2%	6%	11%	-6%	-1%	4%	-11%	-9%	1%
C=CCn1c(O)c(C(C)=NCCC2=CCCCC2)c(=O)[nH]c1=O	-1%	5%	-5%	5%	-17%	-4%	-1%	-4%	15%	2%	2%
COP(=O)(OC)c1nc(-c2cccc3ccccc23)oc1N1CCCCC1	1%	-9%	-3%	1%	-9%	40%[activator]	-9%	-2%	-12%	1%	-20%
Cc1ccc(/C=C2/C(=O)NC(=O)N(CC3CCCO3)C2=O)s1 (configuration not stated)	-5%	9%	-3%	?	-10%	.	2%	0%	28%	6%	35%
COc1ccc(CC2C(=O)NC(=O)NC2=O)c(OC)c1	-8%	1%	1%	-9%	4%	-6%	0%	1%	4%	5%	-20%
CN1CCCC(C(=O)c2ccccc2)C1 (configuration not stated)	-2%	-1%	1%	0%	-7%	7%	2%	-1%	0%	3%	18%
Cc1c(Cl)cccc1NC(=S)N1CC2CC(C1)c1cccc(=O)n1C2 (configuration not stated)	2%	2%	-1%	-8%	2%	-12%	0%	1%	-4%	3%	7%
CC(C)(C)OC(=O)c1c(N)n(Cc2ccco2)c2nc3ccccc3nc12	5%	-1%	5%	-7%	15%	5%	?	5%	-30%	12%	-54%
CN1C(=O)c2ccccc2Sc2ccc(C(=O)N3CCC4(CC3)OCCO4)cc21	-1%	6%	0%	-8%	-2%	-3%	1%	-3%	-3%	.	-19%
c1ccc(C2CN3CCC2CC3)cc1 (configuration not stated)	0%	-2%	2%	-10%	-5%	-2%	1%	-5%	-10%	0%	-6%
CC1(C)CC(=O)C(C=NCCN2CCN(C(=O)Cc3ccc(F)cc3)CC2)=C(O)C1	20%	2%	8%	0%	-4%	-12%	-1%	3%	25%	.	3%
c1ccc2c3c(ccc2c1)OCC1CONC31 (configuration not stated)	0%	3%	-6%	10%	0%	0%	-10%	-2%	-9%	-3%	38%
COCCNC(=O)N1[C@H]2CC[C@@H]1C(C(=O)OC)=C(c1ccc(OC)c(OC)c1)C2	-7%	2%	4%	.	.	.	4%	?	.	0%	12%
CCN(CC)c1nc2c(C)cccn2c(=O)c1C=C1C(=O)NC(=O)NC1=O	-6%	-2%	-2%	6%	3%	7%	6%	-2%	-8%	3%	4%
COC(=O)C1=C(c2ccc3ccccc3c2)C[C@@H]2CC[C@H]1N2C(=O)N1CCOCC1	-1%	0%	8%	.	.	.	-2%	10%	.	?	-13%
CCOC(=O)C1CCN(/C=C2/C(=O)NC(=O)N(c3ccc(OCC)cc3)C2=O)CC1	-11%	0%	-1%	9%	-4%	-5%	1%	-28%	-7%	-4%	0%
COc1ccc(CNC(=O)CCC(=O)N2C[C@H]3C[C@H](C2)c2cccc(=O)n2C3)cc1	-4%	4%	0%	3%	-2%	-9%	-2%	.	-30%	4%	1%
CN(C)C(Cc1ccc(Cl)cc1)C(=O)c1ccccc1 (configuration not stated)	16%	14%	7%	0%	-20%	-6%	?	?	?	0%	-9%
CC(Cc1ccccc1)NC(=O)c1ccc(N)cc1 (configuration not stated)	3.5µM*	?	3.2µM*	8%	-8%	1%	21µM*	.	-9%	1%	.
COC(=O)C1=C(c2ccc3ccccc3c2)C[C@@H]2CC[C@H]1N2C(=O)NCc1ccc(C(F)(F)F)cc1	-12%	-8%	-7%	.	.	.	2%	-7%	.	11µM*	-85%
OC(CNCCc1c[nH]c2ccccc12)c1ccccc1 (configuration not stated)	4%	-1%	-6%	18%	1%	-1%	1%	-4%	0%	-2%	-2%
O=Cc1cn(CCCOc2ccccc2)c2ccccc12	?	-9%	?	-9%	?	.	-19%	5%	-1%	0%	44%
CCc1ccc(C(=O)NCc2ccc(Cl)cc2Cl)cc1	2%	5%	-2%	16%	0%	?	?	16%	?	2%	40%
Cc1cc2ccccn2c1C(C[N+](=O)[O-])c1c(F)cccc1Cl (configuration not stated)	0%	-9%	0%	-5%	-25%	12%	-2%	-28%	-5%	-7%	-72%
O=C1NC(=O)N(c2cccc(F)c2)C(=O)/C1=C/c1ccc(N2CCOCC2)cc1	-2%	0%	-3%	-11%	2%	.	?	-2%	1%	-2%	1%
CN(C)C(=O)Oc1ccc(-c2cn3cc(C(F)(F)F)ccc3n2)cc1	-16%	10%	?	7%	-26%	7%[11.5 µM]	3µM*	?	1%	1%	.
Cc1ccc(C2(O)CN3CCC2CC3)cc1 (configuration not stated)	-13%	-3%	0%	?	-12%	-8%	1%	-6%	1%	1%	-1%
O=c1[nH]c(O)c(C=Nc2ccc(F)c(Cl)c2)c(=O)[nH]1	8%	2%	-1%	12%	-5%	-4%	0%	-1%	13%	-15%	0%
CN1C(CC(O)c2ccccc2)CCCC1CC(O)c1ccccc1 (configuration not stated)	-4%	8%	-8%	.	.	.	-1%	-2%	.	-23%	-4%
C=CCn1c(CSc2ccccc2[N+](=O)[O-])n[nH]c1=S	1%	0%	7%	-10%	-18%	?	-18%	2%	-41%	1%	-11%
Oc1ccccc1CN(CCc1ccccc1)Cc1ccccc1	1%	-5%	-1%	-1%	-10%	-6%	0%	.	45%	12%	-40%
C=CCn1c(O)c(C(C)=Nc2cccc(C(F)(F)F)c2)c(=O)[nH]c1=O	-3%	-3%	0%	-3%	1%	3%	0%	3%	25%	22%	-4%
COC(=O)C1=C(c2ccc(C(C)=O)cc2)C[C@@H]2CC[C@H]1N2C(=O)NC(C)C	-3%	4%	-9%	.	.	.	-1%	-13%	.	10%	-9%
